High-throughput results as filed in PubChem BioAssay.
PERK inhibitor = human PERK inhibition, primary cell-based screen | Q9NZJ5 | hit rate 0.17% among 220,000 | AID 1416 | CHO PERK-DD fusion, SEAP luminescence translation reporter | inhibition, % at 5.6 µM;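 active means inhibition above the mean inhibition of all tested compounds plus 3 SD, set separately per screening campaign, cut at about 2.9% in these data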;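 further: PERK kinase domain activated by AP20187 dimerizer at 100 nM; 0% = DMSO with dimerizer and 100% = rapamycin at 8.4 µM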
Target sequence (Q9NZJ5 whole entry, looked up, the tested form may be a part): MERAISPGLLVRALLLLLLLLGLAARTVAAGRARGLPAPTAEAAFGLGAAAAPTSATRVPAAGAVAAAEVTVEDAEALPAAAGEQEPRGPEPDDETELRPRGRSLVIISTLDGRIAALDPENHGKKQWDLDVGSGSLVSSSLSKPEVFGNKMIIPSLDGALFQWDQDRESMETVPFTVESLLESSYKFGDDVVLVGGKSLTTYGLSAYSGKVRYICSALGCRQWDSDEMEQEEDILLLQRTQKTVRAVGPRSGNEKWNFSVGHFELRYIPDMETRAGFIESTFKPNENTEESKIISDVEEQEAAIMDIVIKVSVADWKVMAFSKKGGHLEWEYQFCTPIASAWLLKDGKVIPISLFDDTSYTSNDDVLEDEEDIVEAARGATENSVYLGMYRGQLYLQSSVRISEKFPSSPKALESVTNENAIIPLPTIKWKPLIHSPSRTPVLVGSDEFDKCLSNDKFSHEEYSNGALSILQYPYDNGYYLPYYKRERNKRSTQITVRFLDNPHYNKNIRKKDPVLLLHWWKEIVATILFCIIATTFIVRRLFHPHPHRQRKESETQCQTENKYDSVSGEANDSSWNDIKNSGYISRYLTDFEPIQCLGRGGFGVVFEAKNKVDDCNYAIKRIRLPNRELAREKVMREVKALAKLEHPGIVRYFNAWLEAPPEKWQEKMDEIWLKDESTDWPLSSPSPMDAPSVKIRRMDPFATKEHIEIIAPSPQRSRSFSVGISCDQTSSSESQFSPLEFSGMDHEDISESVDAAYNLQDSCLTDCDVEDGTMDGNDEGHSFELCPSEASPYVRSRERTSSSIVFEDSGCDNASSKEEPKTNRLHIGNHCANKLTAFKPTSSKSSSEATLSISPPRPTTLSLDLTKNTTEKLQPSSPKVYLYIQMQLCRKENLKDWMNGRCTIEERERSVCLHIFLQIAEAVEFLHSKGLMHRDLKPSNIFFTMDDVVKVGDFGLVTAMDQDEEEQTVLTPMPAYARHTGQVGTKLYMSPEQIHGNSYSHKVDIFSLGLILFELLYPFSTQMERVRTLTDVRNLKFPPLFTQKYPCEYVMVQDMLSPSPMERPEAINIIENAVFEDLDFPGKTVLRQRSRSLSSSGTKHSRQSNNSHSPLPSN
MDM2 E3 inh = blocks human Mdm2 ubiquitin ligase activity; Q00987; cell-based MDM2 ubiquitination luciferase reporter, 2 h; 0 = plate control, 100 = twice control, blank-subtracted; signal enhancement, % at 5 µM; hit rate 0.11% among 210,000; AID 1230;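 active means signal enhancement of 30% or more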;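 further: luminescence tracks abundance of the self-degrading MDM2-luciferase fusion protein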
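test system = mammalian cells stably expressing self-ubiquitinating, self-degrading MDM2 E3–luciferase fusion | quantity = 2000 cells/well | incubation = cell settling 4 h, compound treatment 2 h, both 37 °C | signal = luminescence with SteadyLite reagent, 15 min at room temperature | evaluation = % enhancement relative to plate controls after blank subtraction | benchmarks = plate controls and plate blanks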
Ba/F3 V617F tox = lowers viability of Ba/F3 cells expressing EpoR and JAK2V617F; hit rate 1.1% among 220,000; AID 1446; ATP luminescence; inhibition, % at 5.6 µM;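 active means inhibition above the campaign mean plus 3 SD over all tested compounds, cut at about 24% in these data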;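 further: cytokine-independent growth of Ba/F3 cells driven by EpoR plus mutant JAK2; 0% = DMSO-treated cells and 100% = JAK inhibitor I control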
eIF4E 4G PPI = inhibitors of eIF4E and eIF4G interaction in translation initiation; TR-FRET eIF4E-eIF4GI(517-606) binding, 2 h; inhibition, % at 21.7 µM; hit rate 0.37% among 220,000; P63073+Q04637; AID 782;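 active means inhibition above about 30%, limit read from the data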;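 further: 0% = full FRET control wells and 100% = background wells lacking eIF4GI fragment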
S1P4 ag = human S1P4 receptor agonism. activation, % at 4.98 µM. hit rate 0.35% among 220,000. S1P4-expressing cell line, agonist reporter assay; in the data active means activation above about 11%;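 further: 0% = DMSO vehicle and 100% = reference agonist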
Wee1 stabilizer = inhibitors of human Wee1 degradation. HeLa Luc-Wee1K328M stability, luciferase luminescence; 100% = proteasome inhibitor MG132 effect. reporter increase, % at 5 µM. hit rate 1.2% among 220,000. AID 1321;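 active means activation above the mean of all tested compounds plus 3 SD, set per screening run, cut at about 8.8% in these data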;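 further: cells exposed to compound for 20 h before luminescence read; 0% = DMSO alone and 100% = MG132 at 30 µM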
BaF3 tox = parental Ba/F3 viability inhibition as JAK2V617F counter-screen; hit rate 1.1% among 220,000; inhibition, % at 5.6 µM; AID 1486; CellTiter-Glo ATP luminescence;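 active means inhibition above a per-campaign cutoff, the mean inhibition of all tested compounds plus 3 SD, cut at about 27% in these data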;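 further: 0% = DMSO wells and 100% = JAK Inhibitor I control wells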
NPY2 pot ag = human NPY-Y2 potentiation or agonism, primary screen; activation, % at 3.6 µM; cells expressing NPY-Y2, potentiator/agonist read-out; P49146; hit rate 0.45% among 220,000; in the data active means activation above about 27%;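 further: cells stimulated with NPY near EC25 plus isoproterenol at EC100; 0% = vehicle plus submaximal agonist and 100% = vehicle plus saturating agonist; some results beyond the cut were filed as inactive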
S1P4 antag = blocks the human S1P4 receptor. hit rate 0.26% among 220,000. inhibition, % at 4.98 µM. O95977. AID 1510. S1P4-expressing cells, antagonist mode, reporter read-out; in the data active means inhibition above about 29%;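 further: 0% = wells stimulated with agonist and 100% = vehicle wells without agonist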
An asterisk follows results filed as active; . = not tested or not shown; [ ] = remark or other dose. Compounds were not picked by outcome; 4.1% or so of the library scored in one or more.

SMILES | PERK inhibitor | MDM2 E3 inh | Ba/F3 V617F tox | eIF4E 4G PPI | S1P4 ag | Wee1 stabilizer | BaF3 tox | NPY2 pot ag | S1P4 antag
Cc1ccc(C(C)C)cc1OCCN1CCCC1 | 0.5 | -10.9 | -0.9 | -3.6 | 6.6 | 1.9 | 5.4 | -11.1 | -0.3
COc1ccc(/C=C2\SC(=S)NC2=O)cc1OS(=O)(=O)c1ccc(NC(C)=O)cc1 | 0.8 | -6.2 | 2.7 | 2.0 | 1.8 | 0.4 | 3.5 | -6.6 | -9.9
O=Nc1c(O)[nH]c2c(F)cccc12 | 0.6 | -12.3 | -2.1 | 3.8 | 0.6 | 0.1 | 1.7 | 6.4 | 2.1
Cc1ccc(NC(=O)Cn2cccc2C2=NC(c3ccccc3)CO2)cc1C (centres undefined) | -0.7 | -3.6 | 1.4 | 1.0 | 1.1 | 0.5 | 2.9 | 2.6 | -18.0
O=C(COC(=O)c1n[nH]c2ccccc12)Nc1ccccc1 | -0.9 | -5.2 | 2.4 | -0.8 | 1.0 | 4.8 | 3.5 | -8.4 | -8.8
N#C/C(=N\Nc1ccccc1)C(=N)N1CCCCC1 | -0.2 | -24.5 | -1.0 | -2.7[fluorescence artefact?] | 3.7 | 3.4 | 2.8 | 2.6 | 7.2
O=C(c1ccccc1)c1c2c(cc3sc4ccccc4[n+]13)-c1cccc3cccc-2c13 | -0.5 | -18.1 | 85.8* | -57.2 | 1.6 | -2.3 | 68.3* | 40.5* | -24.3
CCN(C(=O)C(C)OC(=O)C1C(C(=O)OC)=C(C)NC(C)=C1C(=O)OC)c1ccccc1 (centres undefined) | 0.1 | -34.3 | 0.9 | -0.3 | 0.6 | -2.5 | 6.8 | -11.2 | -13.5
N/C(Cn1cncn1)=N\NC(=O)C(=O)Nc1ccc(Cl)cc1Cl | 0.8 | -28.4 | 0.8 | -6.1 | -2.0 | -2.0 | 3.5 | -9.4 | 8.5
N/C(=N\NS(=O)(=O)c1cc(C(F)(F)F)cc(C(F)(F)F)c1)c1ccccn1 | 0.6 | 11.0 | -2.5 | -5.6 | 0.2 | 5.6 | -2.9 | -11.2 | 6.3
COc1ccc(S(=O)(=O)NC(CC(=O)NCc2ccccc2OC)c2ccco2)cc1 (centres undefined) | -0.9 | -21.5 | -2.0 | 1.6 | 0.4 | -0.3 | 0.5 | 3.3 | -1.7
Cc1ccc(C2CC(c3ccc(Cl)cc3)=NNC2=O)cc1 (centres undefined) | -0.7 | . | -2.0 | 6.7 | -2.4 | -1.9 | 1.6 | 3.8 | -1.1
O=C(O)C1CCCCC1C(=O)Nc1ccc(-c2ccccc2)cc1 (centres undefined) | 1.3 | -1.8 | 2.2 | 2.4 | -0.7 | 1.2 | 9.2 | -16.3 | -234.4
Cc1ccc(C)c(N=Nc2ccc(O)c3ncccc23)c1 | -0.2 | -34.1 | -1.8 | -1.1 | -0.2 | 3.8 | 3.6 | 2.6 | 0.7
CCC(=O)Nc1cc(-c2nn(CC(=O)N3CCCCC3)c(=O)c3ccccc23)ccc1N1CCOCC1 | -1.9 | -12.4 | 0.3 | 5.8[fluorescence artefact?] | 1.5 | 0.2 | 7.5 | -1.3 | 3.0
CC(=O)N1CCN(CCN2C(C)=CC(=C(C#N)C#N)C=C2C)CC1 | 1.1 | -8.4 | 2.5 | 2.4 | 3.0 | -1.2 | 0.8 | 5.1 | -13.7
CCOC(=O)Cc1csc(NS(=O)(=O)c2ccc(Cl)cc2)n1 | 1.1 | -6.8 | 3.0 | -4.1 | -0.7 | 1.7 | 9.6 | -11.2 | -13.7
COC(=O)c1ccc(OCC(=O)NC(C)(C)C)cc1 | 0.2 | -4.0 | -0.3 | 2.7 | -4.1 | 5.1 | 2.1 | 1.5 | -20.8
CCn1ccnc1C(O)c1ccc(N(C)C)cc1 (centres undefined) | 2.3 | -9.8 | 5.0 | -0.2 | -0.6 | 4.1 | 5.4 | 9.6 | 4.2
COc1ccc(-n2nnc3c(=O)n(CC(=O)N4CCCCC4)cnc32)cc1 | 0.8 | . | -0.5 | . | -0.2 | -3.0 | 2.6 | -1.6 | -9.4
Cc1ccc(S(=O)(=O)Nc2ccccc2CNc2c(C)n(C)n(-c3ccccc3)c2=O)cc1 | -0.3 | -0.5 | 1.6 | 8.3 | 1.6 | -3.3 | 6.7 | -1.9 | 0.0
CC(C)[C@@H]1NC(=O)c2cc([N+](=O)[O-])cc(I)c2OCC[C@@H](C(N)=O)NC(=O)[C@H](CCC(=O)O)NC1=O | 0.5 | . | -1.1 | 10.8 | 0.7 | -2.4 | 3.1 | 4.4 | 5.0
CC(C)(C#N)Nc1ccccc1 | -0.8 | -0.5 | 0.7 | 0.4 | 1.7 | 0.1 | 1.0 | 5.3 | -15.1
COc1ccc(CCNC(=O)c2cc(C(=O)c3cc(C)ccc3O)cn(CCc3ccc(OC)cc3)c2=O)cc1 | -0.9 | -11.6 | -0.9 | 7.1 | 0.3 | -0.1 | 7.1 | -12.4 | -31.8
COc1ccc(-c2nc(CS(=O)CC(=O)NC3CCCc4ccccc43)c(C)o2)cc1OC (centres undefined) | -0.1 | -9.9 | -3.2 | 2.3 | 1.6 | -1.5 | 1.7 | 2.3 | -9.3
Next part:
SMILES | PERK inhibitor | MDM2 E3 inh | Ba/F3 V617F tox | eIF4E 4G PPI | S1P4 ag | Wee1 stabilizer | BaF3 tox | NPY2 pot ag | S1P4 antag
CN(C)c1ccc(C=C2C(=O)OC(C)(C(C)(C)C)OC2=O)cc1 (centres undefined) | 1.2 | -6.6 | 1.3 | 5.0 | 2.1 | 3.3 | 7.5 | -11.7 | -4.1
CC1=C(C(=O)N2CCCCCC2)C2(CCC(C)CC2)OC1=O (centres undefined) | -0.1 | 2.5 | -2.7 | 12.6 | 1.7 | -1.8 | 2.3 | -4.8 | -19.0
CSCCC(NC(=O)COc1ccccc1)C(=O)Nc1ccc(C)cc1 (centres undefined) | -0.7 | -5.2 | 0.8 | 4.9 | -1.0 | 1.7 | 2.2 | 8.2 | 5.2
O=C1OCC2=C1C(c1ccccc1)CC(=O)N2c1ccccc1 (centres undefined) | 1.6 | -4.0 | 1.7 | -0.7 | 1.6 | 5.8 | 6.1 | -8.0 | -10.8
O=C(c1ccco1)N1CCN(C(=O)C2Cc3ccccc3CN2S(=O)(=O)c2ccc(F)cc2)CC1 (centres undefined) | -0.6 | -12.2 | 3.4 | 3.1 | -1.7 | 0.3 | 10.5 | -2.0 | -8.7
CC(C)(C)c1ccccc1OCCN1CCCC1 | 0.4 | 4.0 | -0.9 | 3.4 | -0.7 | 3.7 | 0.3 | -8.6 | -12.0
COc1ccc(Cl)cc1N(CC(=O)NC(C(C)C)C(C)C)S(C)(=O)=O | 0.1 | -0.8 | -3.5 | 14.6 | -1.2 | 2.5 | 2.9 | -0.9 | 1.2
COc1ccccc1NC(=O)CCCc1nc(-c2ccc(OC)c(OC)c2)no1 | -0.8 | -15.7 | 2.2 | 1.5 | 1.8 | 3.4 | 3.5 | -16.2 | 6.2
O=C(c1oc(=O)c2ccccc2c1-c1ccccc1)N1CCN(C2CCCCC2)CC1 | 0.1 | -3.4 | -0.5 | 4.8 | 1.6 | -1.5 | 2.9 | 0.2 | -1.8
CC(=O)C(Cc1cnc(Cl)s1)(Cc1cnc(Cl)s1)C(C)=O | 0.3 | -0.7 | 1.0 | -18.4 | 0.3 | -1.1 | 5.2 | 1.7 | -14.0
NC[C@H]1O[C@H](O[C@H]2[C@H](O)[C@@H](O[C@H]3O[C@H](CO)[C@@H](O)[C@H](N)[C@H]3O)[C@H](N)C[C@@H]2N)[C@H](N)C[C@@H]1O | 1.2 | . | -4.0 | -3.5 | 0.1 | -3.7 | 0.2 | -4.7 | -4.1
CC(C)c1nnc(NC(=O)CCC(=O)NC2CCCCCCC2)s1 | 0.1 | -17.0 | -1.3 | 6.0 | -1.3 | 1.4 | 1.0 | -4.7 | -15.0
CN(CC(=O)O/N=C(\N)c1ccccn1)S(=O)(=O)c1cc(Cl)ccc1Cl | 0.5 | -12.2 | -0.7 | -4.1[fluorescence artefact?] | -1.4 | 4.9 | 1.5 | -15.8 | -2.4
Cn1cnnc1SCC(=O)Nc1ccc(Cl)cn1 | 0.0 | -4.4 | 0.7 | -1.6 | 0.4 | 5.6 | 7.9 | 70.9* | -4.5
COc1ccc(OC)c(C2CC(=O)c3c([nH]c(C(=O)OCC4CCCO4)c3C)C2)c1 (centres undefined) | 0.5 | -9.7 | -1.2 | -3.5 | 2.5 | -1.5 | 3.4 | 1.7 | -9.8
O=C1NC2(CCCCC2)C(=O)N1CCN1C(=O)c2ccccc2C1=O | -0.7 | -6.0 | 2.3 | 3.1 | -1.0 | 1.6 | 7.5 | 3.8 | -7.6
O/N=C(/CN(O)/C=C1/C=CC=N1)c1cccs1 | 2.1 | -11.6 | -2.5 | -0.4 | 0.0 | 1.0 | 2.8 | 6.0 | -2.9
COc1cc(NC(=O)CSc2nc(C)c(C)c(C)n2)cc(OC)c1 | 0.4 | -11.7 | 0.1 | -2.7 | -0.3 | 0.5 | 1.5 | 4.5 | -28.7
COc1ccc(NC(=O)/C=C/c2ccccc2)cn1 | 0.4 | -7.6 | -0.9 | -0.4 | -2.7 | 8.3 | 2.7 | 7.6 | -2.5
Cc1ccc(C(=O)NCC(=O)OC(C)C(=O)Nc2ccc(N(C)C)cc2)s1 (centres undefined) | 1.3 | -9.6 | -3.3 | 14.1 | 2.1 | -2.9 | 1.2 | 2.0 | -3.9
CCCCCOc1ccccc1C(=O)NCC(=O)O | 0.4 | 13.0 | 5.2 | 3.6 | -1.1 | 2.2 | 2.9 | -9.2 | -3.9
O=C(NCC(F)(F)F)Nc1ncccn1 | 1.1 | -7.0 | -4.0 | -21.6[fluorescence artefact?] | -2.4 | -1.2 | 1.1 | 8.5 | 8.8
O=C(Nc1cccnc1)c1ccc2nc(-c3ccccc3)c(-c3ccccc3)nc2c1 | -0.1 | -9.7 | 3.0 | 6.7 | -1.7 | -1.6 | 6.7 | -5.6 | -3.6
NS(=O)(=O)c1ccc(-c2ccc(C=O)o2)cc1 | 1.0 | -6.8 | -1.3 | 4.1 | -0.7 | -2.9 | 2.4 | -3.1 | -12.5
CCS(=O)(=O)c1ccc(O)c(NC(=O)Nc2cccc3ccccc23)c1 | -0.1 | 1.3 | -2.9 | -5.8 | 0.7 | -1.3 | -3.0 | -12.0 | -3.6
COc1cc2c(cc1OC)C(C)N(C(=O)c1ccc(Br)o1)CC2 (centres undefined) | -1.3 | -6.6 | -3.3 | -0.7 | 0.1 | 3.7 | -1.8 | 6.6 | 1.2

Some of the entries so far, with values under each structure.
Below each SMILES – PERK inhibitor | MDM2 E3 inh | Ba/F3 V617F tox | eIF4E 4G PPI | S1P4 ag | Wee1 stabilizer | BaF3 tox | NPY2 pot ag | S1P4 antag
> O=C(c1ccco1)N1CCN(C(=O)C2Cc3ccccc3CN2S(=O)(=O)c2ccc(F)cc2)CC1 (centres undefined)
→ -0.6 | -12.2 | 3.4 | 3.1 | -1.7 | 0.3 | 10.5 | -2.0 | -8.7
> CC(C)(C)c1ccccc1OCCN1CCCC1
→ 0.4 | 4.0 | -0.9 | 3.4 | -0.7 | 3.7 | 0.3 | -8.6 | -12.0
> COc1ccc(Cl)cc1N(CC(=O)NC(C(C)C)C(C)C)S(C)(=O)=O
→ 0.1 | -0.8 | -3.5 | 14.6 | -1.2 | 2.5 | 2.9 | -0.9 | 1.2
